# CHRM5 agonist: CHRM5 agonism in calcium assay | CHO-K1 hM5 cells, Fluo-8 calcium fluorescence; 0% DMSO wells, 100% maximal acetylcholine response | 0.19% of 360,000 active | activation, % at 3 µM | AID 624037;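 active = activation above the run's mean over test compounds plus 3 SD, cut at about 23% in these data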;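 also: signal is peak over basal fluorescence ratio across the kinetic read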
# CHRM4 PAM: CHRM4 positive allosteric modulation; P08173; CHO-K1 hM4/Gqi5, Fluo-8 calcium fluorescence, ACh EC20; 0% = ACh EC20, 100% = maximal ACh; activation, % at 3 µM; 0.4% of 360,000 active;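 active = activation above its plate's cutoff, the mean activation of sample wells plus 3 SD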; also: some results filed as inactive read as strong as hits
# Target sequence (P08173 whole entry, looked up): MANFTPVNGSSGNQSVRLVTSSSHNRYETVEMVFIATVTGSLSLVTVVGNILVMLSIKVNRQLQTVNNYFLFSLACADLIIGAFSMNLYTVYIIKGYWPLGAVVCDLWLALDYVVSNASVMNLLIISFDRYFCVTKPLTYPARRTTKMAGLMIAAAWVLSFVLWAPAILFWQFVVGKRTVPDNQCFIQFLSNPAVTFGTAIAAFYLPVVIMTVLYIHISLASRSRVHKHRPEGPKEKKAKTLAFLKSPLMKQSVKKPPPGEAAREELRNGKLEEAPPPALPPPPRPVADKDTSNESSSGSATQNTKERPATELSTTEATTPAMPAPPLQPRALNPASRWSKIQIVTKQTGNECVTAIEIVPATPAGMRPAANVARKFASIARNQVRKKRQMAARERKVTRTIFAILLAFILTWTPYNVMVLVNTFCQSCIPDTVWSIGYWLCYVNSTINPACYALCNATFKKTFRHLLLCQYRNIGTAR
# M5 PAM: positive allosteric modulators of human muscarinic M5 receptor; P08912; CHO-K1 hM5, Fluo-8 calcium, ACh EC20 PAM; 0% = ACh EC20, 100% = ACh EC100; activation, % at 3 µM; 0.3% of 360,000 active; AID 624038;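 active = activation above the run cutoff, the mean activation of all test compounds plus 3 SD, cut at about 18% in these data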
#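 system = human M5 receptor in CHO-K1 cells | compound = one concentration, 3 µM final (nominal) | schedule = Post-acetylcholine fluorescence recording 140 s | signal = Fluo-8 calcium dye fluorescence, kinetic read | benchmarks = low control EC20 acetylcholine (0%), high control EC100 acetylcholine (100%) | repeats = singlicate, one well per test compound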
# M5 antag: antagonists of human muscarinic M5 receptor (CHRM5); P08912; CHO-hM5 cells, Fluo-8 calcium fluorescence, ACh EC80; inhibition, % at 3 µM; 0.59% of 360,000 active; AID 624040;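 active = inhibition above a per-plate cutoff, the mean of that plate's test compounds plus 3 SD, cut at about 27% in these data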;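 also: 0% = acetylcholine EC80 with DMSO and 100% = DMSO without agonist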
# M1 PAM: human CHRM1 positive allosteric modulation; CHO-K1 hM1, Fluo-8 calcium fluorescence, ACh EC20; 0% = ACh EC20, 100% = maximal ACh; AID 588819; P11229; 0.088% of 360,000 active; activation, % at 3 µM; in the data active = activation above about 19%, passing the limit was not always enough
# Target sequence (P11229 whole entry, looked up): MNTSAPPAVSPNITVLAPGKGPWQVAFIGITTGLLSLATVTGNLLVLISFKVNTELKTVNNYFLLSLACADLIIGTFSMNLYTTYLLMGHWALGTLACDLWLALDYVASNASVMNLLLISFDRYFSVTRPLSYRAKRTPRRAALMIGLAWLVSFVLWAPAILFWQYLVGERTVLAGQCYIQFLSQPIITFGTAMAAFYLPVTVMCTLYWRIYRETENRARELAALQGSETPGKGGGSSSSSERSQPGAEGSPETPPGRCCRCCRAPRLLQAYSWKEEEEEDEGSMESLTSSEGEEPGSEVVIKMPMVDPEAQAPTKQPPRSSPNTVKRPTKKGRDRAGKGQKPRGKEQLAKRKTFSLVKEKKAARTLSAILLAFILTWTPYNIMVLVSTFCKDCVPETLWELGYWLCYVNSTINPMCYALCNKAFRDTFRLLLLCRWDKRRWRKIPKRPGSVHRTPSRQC
# M4 antag: CHRM4 antagonism in calcium assay | 0.73% of 360,000 active | CHO-hM4 cells, ACh EC80, Fluo-8 calcium fluorescence | inhibition, % at 3 µM;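 active = inhibition above its plate's cutoff, the mean inhibition of sample wells plus 3 SD, cut at about 27% in these data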;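 also: 0% = acetylcholine EC80 with DMSO and 100% = DMSO without agonist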
# CHRM1 antagonist: human CHRM1 antagonism. P11229. CHO-K1 hM1, Fluo-8 calcium fluorescence, ACh EC80 antagonist. inhibition, % at 3 µM. 1.3% of 360,000 active. AID 588852;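 active = percent inhibition above its own plate's cutoff, namely the mean of that plate's compound wells plus 3 SD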;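 also: peak over basal fluorescence ratio during 140 s after agonist addition; 0% = ACh EC80 plus DMSO and 100% = DMSO alone without agonist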
# CRFR2-BP ag: CRF-BP/CRF-R2 complex agonism; HEK293 CRF-R2/CRF-BP, calcium dye fluorescence (FLIPR); percent of saturating CRF peptide response; activation, % at 13.2 µM; 0.46% of 350,000 active; AID 588473;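 active = activation of at least 50%, plus an integration ratio under a set limit after plate pattern correction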;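 also: plate controls were neutral control wells without compound for no effect and CRF at EC100 for full effect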
# M4 ag: CHRM4 agonism in calcium assay. activation, % at 3 µM. CHO-K1 hM4/Gqi5, Fluo-8 calcium fluorescence; vehicle 0%, full acetylcholine response 100%. AID 624127. P08173. 0.14% of 360,000 active;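 active = activation above the run mean over all test wells plus 3 SD, cut at about 32% in these data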;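 also: peak over basal fluorescence ratio per well then scaled between controls; 0% = DMSO wells and 100% = acetylcholine at EC100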
# * hit, by the source's call; nt = not tested or not shown.
no.	Structure	CHRM5 agonist	CHRM4 PAM	M5 PAM	M5 antag	M1 PAM	M4 antag	CHRM1 antagonist	CRFR2-BP ag	M4 ag
1	O=C(Nc1ccccc1)N1CCC(C(=O)N2CCCC(C(F)(F)F)C2)CC1 (centres undefined)	1	6	8	-3	6	-1	-16	1.3	1
2	C=CCOC(=O)C1=C(C)NC(SCC(=O)OCC)=C(C#N)C1c1ccc(C)cc1 (centres undefined)	-6	-4	-9	1	-2	-2	-16	1.5	-1
3	N#CCCn1cc(C(=O)Nc2ccc([N+](=O)[O-])cc2)c(-c2cccs2)n1	0	2	-7	6	4	-5	-3	-0.4	7
4	CCCCOC(=O)Nc1nnc(/C=C/c2ccc(OC)cc2)s1	-1	13	1	2	1	10	1	-1.8	-1
5	CCOc1ccc(CCNC(=O)c2nn(C)c3c2CS(=O)(=O)c2ccccc2-3)cc1OCC	-2	5	-9	11	-5	-11	7	-0.2	16
6	CC1CCN(C(=O)CCCl)c2ccccc21 (centres undefined)	-2	0	-3	9	8	1	-22	-4.4	0
7	COc1ccccc1-n1nnnc1SCC(=O)NC1CCCCC1	-1	2	-1	5	7	-3	-10	0.2	0
8	O=c1[nH]c(CSc2ncnc3sc(-c4ccccc4)cc23)nc2ccccc12	-1	6	0	9	9	-6	-4	2.4	0
9	CC(=O)c1ccc(S(=O)(=O)Nc2ccc(N3CCOCC3)cc2)cc1	1	-6	-3	11	5	16	-9	-1.4	2
10	CC1CC(c2ccccc2)n2nc(NC(=O)c3cccs3)nc2N1 (centres undefined)	-1	5	-2	-2	6	3	-4	1.9	1
11	CN(Cc1ccccc1)C(c1ccnc2ccccc12)c1nnnn1-c1ccc2c(c1)OCCO2 (centres undefined)	-2	4	-12	5	nt	-10	nt	nt	4
12	COc1ccc(N2CCN(C(=O)COC(=O)Cc3c(F)cccc3Cl)CC2)cc1	3	-6	-1	9	-4	6	8	-1.9	2
13	CN(Cc1ccccc1Cl)C(=O)c1cnccc1C(F)(F)F	0	-12	-11	10	1	17	14	-1.4	1
14	CC1CN(c2ccc([N+](=O)[O-])c(NCCOc3ccc(Cl)cc3)c2)CC(C)N1 (centres undefined)	5	-2	-5	13	7	24	-2	-0.2	19
15	CCc1ccc(NC(=O)[C@@H](NC(=O)[C@@H]2Cc3ccccc3CN2)C(C)CC)cc1 (some centres undefined)	-6	-7	2	-3	-9	12	3	-0.9	1
16	O=C(CNC(=O)c1ccc(Br)cc1)NCC(=O)OCC(=O)c1ccccc1	0	1	-5	3	6	-6	-8	-1.0	1
17	Cc1ccccc1NCC(=O)c1ccc(Br)cc1	0	-2	3	-2	7	-4	-6	1.1	-2
18	CCCOC(=O)c1ccc2c(c1)C(=O)N(c1ccccc1)C2=O	3	2	-3	2	5	-1	-6	0.7	1
19	CC(C)Oc1cccc(C(=O)N/N=C/c2ccoc2)c1	0	-4	-2	-11	2	-7	3	0.7	1
20	O=C(CSc1ccc(Cl)cc1)NNC(=O)c1ccco1	-5	2	-2	1	-3	3	12	-0.8	0
21	COc1ccc(CN2C(=O)C(CC(=O)NCCc3ccccn3)CC(C(=O)N3CCOCC3)=C2C)cc1 (centres undefined)	2	0	7	-11	4	-1	0	nt	0
22	O=C(COc1c(Cl)cc(Cl)cc1Cl)c1ccc(Cl)cc1	-1	2	8	-6	13	-2	-8	0.9	1
23	O=C(CSc1nnc(-c2ccco2)o1)c1ccc(O)cc1O	7	3	10	4	2	4	17	-1.2	2
24	COc1ccc(CCNC(=O)/C=C/c2ccc3ccccc3n2)cc1OC	8	-10	-7	6	-9	-2	12	-1.5	20

# Reformatted: twelve of the compounds above
10	CC1CC(c2ccccc2)n2nc(NC(=O)c3cccs3)nc2N1 (centres undefined)
11	CN(Cc1ccccc1)C(c1ccnc2ccccc12)c1nnnn1-c1ccc2c(c1)OCCO2 (centres undefined)
12	COc1ccc(N2CCN(C(=O)COC(=O)Cc3c(F)cccc3Cl)CC2)cc1
13	CN(Cc1ccccc1Cl)C(=O)c1cnccc1C(F)(F)F
14	CC1CN(c2ccc([N+](=O)[O-])c(NCCOc3ccc(Cl)cc3)c2)CC(C)N1 (centres undefined)
15	CCc1ccc(NC(=O)[C@@H](NC(=O)[C@@H]2Cc3ccccc3CN2)C(C)CC)cc1 (some centres undefined)
16	O=C(CNC(=O)c1ccc(Br)cc1)NCC(=O)OCC(=O)c1ccccc1
17	Cc1ccccc1NCC(=O)c1ccc(Br)cc1
18	CCCOC(=O)c1ccc2c(c1)C(=O)N(c1ccccc1)C2=O
19	CC(C)Oc1cccc(C(=O)N/N=C/c2ccoc2)c1

assay / entry	10	11	12	13	14	15	16	17	18	19
CHRM5 agonist	-1	-2	3	0	5	-6	0	0	3	0
CHRM4 PAM	5	4	-6	-12	-2	-7	1	-2	2	-4
M5 PAM	-2	-12	-1	-11	-5	2	-5	3	-3	-2
M5 antag	-2	5	9	10	13	-3	3	-2	2	-11
M1 PAM	6	nt	-4	1	7	-9	6	7	5	2
M4 antag	3	-10	6	17	24	12	-6	-4	-1	-7
CHRM1 antagonist	-4	nt	8	14	-2	3	-8	-6	-6	3
CRFR2-BP ag	1.9	nt	-1.9	-1.4	-0.2	-0.9	-1.0	1.1	0.7	0.7
M4 ag	1	4	2	1	19	1	1	-2	1	1

20	O=C(CSc1ccc(Cl)cc1)NNC(=O)c1ccco1
21	COc1ccc(CN2C(=O)C(CC(=O)NCCc3ccccn3)CC(C(=O)N3CCOCC3)=C2C)cc1 (centres undefined)

assay / entry	20	21
CHRM5 agonist	-5	2
CHRM4 PAM	2	0
M5 PAM	-2	7
M5 antag	1	-11
M1 PAM	-3	4
M4 antag	3	-1
CHRM1 antagonist	12	0
CRFR2-BP ag	-0.8	nt
M4 ag	0	0

# (further entries)
no.	Structure	CHRM5 agonist	CHRM4 PAM	M5 PAM	M5 antag	M1 PAM	M4 antag	CHRM1 antagonist	CRFR2-BP ag	M4 ag
25	Cc1nc2scc(C)n2c(=O)c1S(=O)(=O)N1CCN(c2ccccn2)CC1	-2	4	-2	4	14	-16	-9	-0.5	6
26	COc1ccc(COC(=O)C2=C(C)NC(=O)NC2c2ccc(O)c(OC)c2)cc1 (centres undefined)	2	-6	-5	2	-3	7	4	1.0	2
27	Cc1occc1-c1nnc(SCC(=O)NC2(C#N)CCCC2)n1C	1	-2	-5	9	-1	-6	-9	1.2	0
28	O=C(CSc1n[nH]c(-c2cccs2)n1)N1CCOCC1	4	8	5	5	5	-26	-5	-1.5	2
29	CC(=O)c1cccc(NC(=S)N2CCN(S(=O)(=O)c3ccc(F)cc3)CC2)c1	-3	-7	-2	0	0	1	3	-2.1	4
30	Cn1cnnc1SCC(=O)Nc1ccc(N2CCOCC2)cc1	-1	-6	7	0	4	13	-1	0.3	0
31	Nc1c2c(nc3ccc(Br)cc13)N(c1ccccc1)CC2	7	-3	-8	-1	3	7	-1	10	2
32	CCS(=O)(=O)c1ccc2c(c1)N(S(C)(=O)=O)CC(C(=O)NCCOC)O2 (centres undefined)	-3	-1	10	2	3	1	0	-2.3	1
33	O=[N+]([O-])c1ccc(Sc2ccc(F)cc2)nc1	-6	-9	-3	16	5	11	-6	-4.4	-1
34	C/C(=N\NC(=O)c1c([N+](=O)[O-])c(C)nn1C)c1ccc(NC(=O)c2ccc(C)o2)cc1	-7	17	10	-15	5	-17	-10	2.2	3
35	CN(C)Cc1csc(Nc2ccc(C(=O)c3ccccc3)cc2)n1	-1	-1	2	-4	-3	-5	-5	nt	3
36	Cc1ccc(NC(=O)NC(=O)CSc2n[nH]c(N)n2)c(C)c1	-6	9	4	-13	8	-22	-11	-1.8	1
37	CN(CC(=O)Nc1ccccc1Cl)C(=O)COC(=O)c1nc(Cl)ccc1Cl	1	1	-3	14	-2	3	-5	0.5	1
38	CC(C)(C)NC(=O)C(c1cc2ccccc2o1)n1c(=O)c(-c2ccccc2)nc2ccccc21 (centres undefined)	0	-1	-3	3	nt	-9	nt	nt	0
39	CC1CCN(C(=O)c2ccc3c(c2)OCO3)CC1	-6	-1	1	-3	10	3	-17	-0.2	0
40	O=C(COc1ccc(F)cc1Br)NCC1(N2CCCCC2)CCCCC1	-10	-1	2	15	-1	-2	0	-2.4	-1
41	CCOC(=O)C1C(C(=O)OC)=C(C2=CCCCC2)c2ccccc2N1S(=O)(=O)C(F)(F)F (centres undefined)	1	-2	0	-9	0	-22	-8	1.1	3
42	COc1ccc(C(=O)CN2C(=O)c3ccccc3C2=O)c(OC)c1	-7	5	-2	5	11	-6	0	-1.2	0
43	O=C(Nc1c2c(nn1-c1ccc(F)cc1)CSC2)c1ccc(S(=O)(=O)N2CCOCC2)cc1	1	-3	7	-2	13	13	-14	-3.3	2
44	CC(C)Cc1ccc(C(C)C(=O)OCC(=O)c2c[nH]c3ccccc23)cc1 (centres undefined)	14	-3	9	-1	12	12	-3	32	23
45	CCN(CC)S(=O)(=O)c1cccc(C(=O)NCCCn2ccnc2)c1	-3	2	1	0	14	-14	-21	0.2	1
46	CCN(CC)S(=O)(=O)c1ccc2c(c1)c(=O)c(C(=O)N1CCN(c3ccccc3)CC1)cn2C	0	-1	-9	9	5	-1	9	1.0	2
47	CCCCn1c(SCC(=O)Nc2cc(C)on2)nc2ccsc2c1=O	3	8	3	-2	4	4	-6	0.1	1
48	C/C(=N\NC(=O)c1cccc(S(=O)(=O)N2CCOCC2)c1)c1ccc(O)cc1	4	5	-6	-5	6	0	-12	-1.6	2
49	O=S(=O)(NCCc1ccncc1)c1ccc(S(=O)(=O)N2CCCCCC2)cc1	-3	-10	-9	4	-3	12	-2	-0.8	2
50	O=C(O)CNC(=O)CC1S/C(=N/N=C/c2ccccc2O)NC1=O (centres undefined)	1	0	5	1	4	-7	-6	-0.1	0
51	COc1ccc(NC(=O)COc2ccc(/C=C/c3cccc[n+]3C)cc2OC)cc1	-3	-6	2	4	-8	11	-7	-1.1	1
52	Cn1cnc([N+](=O)[O-])c1SCC(=O)NN	-1	1	-3	10	2	-4	-4	-0.3	1
53	CCCn1c(SCC(=O)c2ccc(CC)cc2)n[nH]c1=O	-2	-7	-3	0	3	3	6	-1.6	1
54	Cc1ccc(S(=O)(=O)Cc2nnnn2-c2ccccc2)cc1	-2	-1	-5	14	2	6	-3	-1.6	1
55	COc1ccc(C(CNC(=O)c2cc3ccccc3cc2OC)N2CCCC2)cc1 (centres undefined)	-1	27	20*	-2	-5	-13	-7	0.2	9
56	COc1ccc2cc(S(=O)(=O)N3CCN(C)CC3)ccc2c1	-10	0	-2	-3	2	5	-2	0.1	1
57	COC(=O)CSc1nc(C)c2c(n1)CCCC2	0	7	1	2	3	-8	-3	0.4	1
58	CN(CCc1ccccc1)C(=O)c1[nH]c(C(F)(F)F)nc1-c1ccccc1	4	4	6	-11	1	-12	-23	nt	3
59	CCC(C)[C@H](NC(=O)N1CC(=O)Nc2ccccc21)C(=O)Nc1nccs1 (some centres undefined)	-7	4	-3	7	8	-2	-13	0.9	-1

# The order is random; any-hit rate near 2.8%.
